High-throughput results (PubChem BioAssay)
14-3-3g Raf: modulators of 14-3-3 gamma protein binding, primary screen, biochemical, fluorescence polarization. FP, 14-3-3gamma / TMR-pS259-Raf peptide binding. actives 0.19% (n = 160,000). AID 422, 2006. 14-3-3 protein gamma (Homo sapiens), P61981. inhibition, % at 40 µM; in the data active = inhibition above about 30%;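 also: 0% = protein plus tracer without compound and 100% = blank with tracer alone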
Target sequence (P61981 whole entry, looked up): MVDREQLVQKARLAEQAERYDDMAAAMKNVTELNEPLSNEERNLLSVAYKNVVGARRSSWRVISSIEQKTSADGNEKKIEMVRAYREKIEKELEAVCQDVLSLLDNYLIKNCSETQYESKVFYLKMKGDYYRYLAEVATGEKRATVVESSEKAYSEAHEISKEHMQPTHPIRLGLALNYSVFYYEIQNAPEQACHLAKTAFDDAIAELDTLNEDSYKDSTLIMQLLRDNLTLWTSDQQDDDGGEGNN
* marks the source's active call; other numbers are inactive results; & = joins results of further samples. The list is partial (hit frequency here may not be typical).

SMILES	14-3-3g Raf
CC(C)Oc1ccc(C2C(C(=O)c3ccco3)=C(O)C(=O)N2Cc2cccnc2)cc1 (stereo not drawn)	-8
CCN1C(=O)CC(c2ccco2)Sc2ccccc21 (stereo not drawn)	-1
CCOc1ccc(NC(=O)c2nn(-c3ccc(C)cc3)c(=O)c3c2c2ccccc2n3C)cc1	2
COc1c(C)cc(C(c2cc(C)c(OC)c([N+](=O)[O-])c2)C(Cl)(Cl)Cl)cc1[N+](=O)[O-]	-7
CCN(CC)CCNC(=O)c1sc2ncnc(N3CCCCC3C)c2c1C (stereo not drawn)	-7
COc1ccc(CN=C(N)Nc2nc(C)cc(C)n2)cc1	-6
Cc1nc2ccc(C(=O)c3ccccc3)cc2[nH]1	-1
Oc1ccccc1-c1nc2c3ccccc3nc(=S)n2[nH]1	-13
CC(=O)c1ccc(N2CCC(C)CC2)c(F)c1	-2
CCOC(=O)C1CCN(S(=O)(=O)c2ccc(C(C)(C)C)cc2)CC1	3
O=c1[nH]c(CCl)nc2c1C1(CCCC1)Cc1ccccc1-2	-2
CCCCC(=O)Nc1nnc(C2CCCCC2)s1	0
N#Cc1nc(-c2ccc(F)cc2)oc1NCc1ccccc1	-8
CN1C(=O)c2ccccc2C(C(=O)NCc2ccco2)C1c1cn(C)c2ccccc12 (stereo not drawn)	0
CN(C)CCCOC(=O)c1ccc2c(c1)OCO2	-4
O=c1c2cc(N3CCOCC3)ccc2nc(SCc2ccccc2Cl)n1Cc1ccc2c(c1)OCO2	-15
CCCCOC(=O)CCc1nc2ccccc2[nH]1	0
CC1CCN(S(=O)(=O)c2cn(CC(=O)N3CCN(C)CC3)c(=O)c3ccccc23)CC1	-3
Fc1ccc(Cc2cnc(Nc3ccccc3)s2)cc1	-5
O=C(c1cc2c(=O)oc3ccccc3c2s1)N1CCC(Cc2ccccc2)CC1	6

Overlap with the part before: 5 compounds; new compounds follow.
SMILES	14-3-3g Raf
O=c1c2cc(N3CCOCC3)ccc2nc(SCc2ccccc2Cl)n1Cc1ccc2c(c1)OCO2	-15
CCCCOC(=O)CCc1nc2ccccc2[nH]1	0
CC1CCN(S(=O)(=O)c2cn(CC(=O)N3CCN(C)CC3)c(=O)c3ccccc23)CC1	-3
Fc1ccc(Cc2cnc(Nc3ccccc3)s2)cc1	-5
O=C(c1cc2c(=O)oc3ccccc3c2s1)N1CCC(Cc2ccccc2)CC1	6
c1ccc(CNc2ccc3ccccc3n2)nc1	-11
COc1cccc(OCc2nnc(SCC(=O)OCc3ccccc3)o2)c1	-8
CCCC(O)(CCN1CCOCC1)c1ccc(Br)cc1 (stereo not drawn)	1&1
Cc1ccc(NC(=O)c2ccc([N+](=O)[O-])c(C)c2)nc1	4
CCn1c(C=Cc2ccc(OC)cc2)nc2ccccc21	2
Cc1ccc([N+](=O)[O-])cc1S(=O)(=O)n1c(SCc2cccc([N+](=O)[O-])c2)nc2ccccc21	-12
CC(=O)NS(=O)(=O)c1ccc(N2C(=O)CC(Sc3nccc(C)n3)C2=O)cc1 (stereo not drawn)	-7
O=C(Nc1nnc(CCc2ccccc2)s1)c1cccc(Br)c1	-3
N#CC1=C(N)SC(N)=C(C#N)C1Cc1ccccc1	-47
COc1nc(NCc2ccc(Cl)cc2)nc(OC)n1	-7
CC1C2CC(CC1(C)C)N(C(=O)Nc1ccc3nccnc3c1)C2 (stereo not drawn)	-17
CC(C)(C)C1CCc2c(sc(NC(=O)c3ccccc3Cl)c2C(=O)N2CCOCC2)C1 (stereo not drawn)	-8
Cc1ccc(C(=O)COC(=O)c2ccncc2)cc1[N+](=O)[O-]	7
CCOC(=O)c1nc(Nc2ccc(C)c(Cl)c2)c2ccccc2n1	-6
CCCSc1nc2c(c(=O)n1CC)SC(C)C2 (stereo not drawn)	7&7
CC(C)C(OC(=O)c1cccs1)C(=O)NCc1ccco1 (stereo not drawn)	3
CCOC(=O)CNC(=O)CCCCCC(=O)NCC(=O)OCC	-4
O=C(Nc1ccc(S(=O)(=O)N2CCc3ccccc32)cc1)c1ccc(-c2ccccc2)cc1	-112
CCN(CC)C(=O)COc1ccc(-c2nnc(N3CCCCC3)c3ccccc23)cc1	-3&-2
CCN1C(=S)NC2CC1(C)Oc1c(O)cc(C(C)(C)C)cc12 (stereo not drawn)	-5

Individual results from above:
14-3-3g Raf, CCN1C(=S)NC2CC1(C)Oc1c(O)cc(C(C)(C)C)cc12 (stereo not drawn) = -5
14-3-3g Raf, COc1cccc(OCc2nnc(SCC(=O)OCc3ccccc3)o2)c1 = -8

(further entries)
SMILES	14-3-3g Raf
CC(NC(=O)c1ccc2c(c1)NC(=O)C(N1CCOCC1)S2)c1ccccc1 (stereo not drawn)	-4
CCSCCOC(=O)C1=C(C)NC(=O)NC1c1ccc(OC)cc1 (stereo not drawn)	-2
O=C(Nc1ccc(-c2nc3ccccc3[nH]2)cc1)c1ccc(Oc2ccccc2)cc1	-20
COc1ccc(C(=O)NC2CS(=O)(=O)CC2Cl)cc1 (stereo not drawn)	6
CCN(CC)S(=O)(=O)c1ccc(C(=O)Nc2c3c(nn2-c2ccc([N+](=O)[O-])cc2)CS(=O)(=O)C3)cc1	-7
O=C(CN1CCN(c2ccccc2)CC1)Nc1nnc(-c2ccccc2)s1	-9
CC1=C(C(=O)OC2CCC(C)CC2)C(c2ccc3c(c2)OCO3)NC(=O)N1 (stereo not drawn)	-8
CN(C)CCCNC(=O)Cc1ccc(Br)cc1	3
Brc1cccc(-c2nc(-c3ccccc3)c3ccccn23)c1	-268
CCNc1nc(N2CCCCC2)nc(-n2nnc(C(=O)OCC)c2C)n1	-2
Fc1ccc(-c2nnc3sc(-c4ccc5c(c4)OCO5)nn23)cc1	-4
c1cc(CNCC2CCCO2)ccn1 (stereo not drawn)	-9
CCSCCOC(=O)C1=C(C)NC2=C(C(=O)CCC2)C1c1cccc(Br)c1 (stereo not drawn)	5
Cc1cccc(NC2SC(=O)N(c3ccccc3)C2=O)c1 (stereo not drawn)	-4
CSc1nc2ccccc2n1Cc1cccc(F)c1	15
N#Cc1c(N)nc(SCc2ccccn2)c(C#N)c1-c1cccs1	-2
CCOC(=O)c1cccc(NC(=O)CSc2nnc(-c3ccoc3C)n2CC)c1	-5
O=C1CC(c2cccs2)CC2=C1C(c1cc3c(cc1Br)OCO3)Nc1ccccc1N2 (stereo not drawn)	0
CCC1CCCCN1CCCNC(=O)CC1Oc2ccc(C)cc2NC1=O (stereo not drawn)	2
Cc1ccc(S(=O)(=O)CCC(=O)Nc2c(C)cccc2C)cc1	-10
COC(=O)Cn1c(CCC(=O)O)ccc1-c1ccccc1	2
Cc1cc(NC(=O)c2ccc3c(c2)C(=O)N(C(C)(C)C)C3=O)no1	7
Cc1cccc(OCc2nc(C#N)c(NCCN(C)C)o2)c1	1
Nc1cc(-c2nn[nH]n2)ccc1F	-11&-20
Cc1sc(NC(=O)c2ccncc2)nc1-c1ccc(Cl)cc1	-3
FC(F)(F)COc1nc(OCC(F)(F)F)nc(N2CCN(c3ccccc3)CC2)n1	-7&-5
CCOC(=O)c1cc2c(=O)n3ccccc3nc2n(C2CCCCC2)c1=NC(=O)c1cc(OC)cc(OC)c1	-18
COc1ccc(C(=O)Nc2cccc(-c3nc4cc(C)cc(C)c4o3)c2)cc1Cl	-153
CCN(C(=O)c1cc2c(=O)oc3ccccc3c2s1)c1cc(OC)ccc1OC	2
O=[N+]([O-])c1ccc(C=Nc2ccc(N=Cc3ccc([N+](=O)[O-])cc3)cc2)cc1	-2
O=C1CCc2cc(S(=O)(=O)NCCC(=O)N3CCN(c4cccc(Cl)c4)CC3)ccc2N1	4
O=C(Nc1ccc(Cl)c(NC(=O)c2ccccc2)c1)c1ccc2ccccc2c1	-19
Cc1cc(Cl)ccc1OCC(=O)Nc1sc2c(c1C#N)CCC2	-33
O=C(NCCC1=CCCCC1)c1ccc2c(c1)OCO2	4
CCC(C)(C)NC(=O)C1CCN(c2nc(C)cc(C)n2)CC1	-1
C=CCN1C(=O)C(O)(CC(=O)c2ccccn2)c2cc(Br)ccc21 (stereo not drawn)	-16
CCC1(C)Cc2c(sc3nc(SCC(=O)O)[nH]c(=O)c23)CO1 (stereo not drawn)	-4
COC(=O)c1c(NC(=O)COc2ccc3c(C)cc(=O)oc3c2)sc2c1CCCC2	-22
CCN(C(=O)c1c(Cl)nc(C)c(Cl)c1C)c1ccccc1	-7
FC(F)(F)c1cc(-c2ccc(Cl)cc2)nc(-n2cccn2)n1	1
O=C(Nc1ccccc1Cl)c1c(Br)sc2c1CCCC2	-3
Cc1ccc(C2=NN=C(NC(=O)c3ccc(Cl)cc3)SC2)cc1	-7
CCc1nc(C)cn1S(=O)(=O)c1ccc(Cl)c(Cl)c1Cl	5
O=C(c1cnn2c(C(F)(F)F)cc(-c3ccccc3)nc12)N1CCOCC1	0
COCc1nnc(NS(=O)(=O)c2ccc(NC(C)=O)cc2)s1	-9&-8
CCN(CC)S(=O)(=O)c1ccc(C(=O)Nc2ccccc2-c2nc3ccccc3s2)cc1	-4
Cc1ccc(Cl)cc1NC(=O)c1ccc(N2CC3CC(C2)c2cccc(=O)n2C3)c(NC(=O)c2ccc(F)cc2)c1 (stereo not drawn)	-8
Cc1ccccc1NC(=O)C1CCCN1S(=O)(=O)c1cccc2cccnc12 (stereo not drawn)	-9
COC(=O)c1c(C)oc2ccc(NS(=O)(=O)c3ccc4ccccc4c3)cc12	-32
CC(C)(c1ccccc1)c1ccc(OCC(=O)Nc2ccc3c(c2)OCO3)cc1	-21
CCOc1ccc(NC(=O)CN(c2cccc([N+](=O)[O-])c2)S(=O)(=O)c2ccccc2)cc1	0
COc1ccc2c(c1)c(=O)oc1cc(OCc3ccc(F)cc3)ccc12	-7
Cc1ccc(-c2nc(NCCCO)c3ccccc3n2)cc1	-8
COc1ccccc1NC(=O)C1c2ccccc2C(=O)N2CCc3ccccc3C12 (stereo not drawn)	0
COc1ccc(CCNC(=O)c2cc(-c3cc(C)c(C)cc3O)n[nH]2)cc1OC	-1
OCCN=C1CCCc2c1[nH]c1ccc(Br)cc21	-20
Cc1ccc(NS(=O)(=O)c2ccc3c(c2)oc(=O)n3C)nc1	-8
N=C(N)SCC1COc2ccccc2O1 (stereo not drawn)	-1
Cc1ccc(C2CC(C(F)(F)F)n3nc(C(=O)Nc4cccnc4Cl)cc3N2)cc1 (stereo not drawn)	3
O=C(CN1CCN(C(=O)c2ccco2)CC1)Nc1cc(C(F)(F)F)ccc1Cl	-5

4 structures already listed, ordered by length of the SMILES, ascending:
SMILES	14-3-3g Raf
COCc1nnc(NS(=O)(=O)c2ccc(NC(C)=O)cc2)s1	-9&-8
Cc1ccc(C2=NN=C(NC(=O)c3ccc(Cl)cc3)SC2)cc1	-7
COc1ccccc1NC(=O)C1c2ccccc2C(=O)N2CCc3ccccc3C12 (stereo not drawn)	0
Cc1ccc(C2CC(C(F)(F)F)n3nc(C(=O)Nc4cccnc4Cl)cc3N2)cc1 (stereo not drawn)	3

New compounds follow.
SMILES	14-3-3g Raf
COc1ccc2cc3c(N)c(C(=O)N4CCCC4)sc3nc2c1	-3
C=CCN(c1ccccc1)S(=O)(=O)c1ccc(F)c(C(=O)Nc2ccc(C(C)C)cc2)c1	-8
O=C(Nc1ccc(I)cc1)c1ccc(Cl)c(S(=O)(=O)N2CCOCC2)c1	-2
COc1ccc(-c2coc3cc4oc(=O)c5c(c4cc23)CCCC5)cc1F	-10
Cc1ccc(N2C(=O)CC(Sc3ccccc3C(=O)O)C2=O)c(C)c1 (stereo not drawn)	-5
Cc1cccc(-n2c(O)c(C=NCCCN3CCOCC3)c3ccccc3c2=O)c1	-1
CCSc1nc2c(c(=O)[nH]1)C(c1cccnc1)C(C(=O)OC)=C(C)N2 (stereo not drawn)	-7&-9
CCCNC(=O)CS(=O)Cc1nc(-c2ccccc2C)oc1C (stereo not drawn)	2
Cc1ccc(-c2cc(C(=O)Nc3ccc(S(N)(=O)=O)cc3)c3ccccc3n2)o1	-41
Cc1cc(C)c(/C=C2\C(=O)Nc3ccccc32)[nH]1	-27
Cc1ccc(N2C(=O)CC(NCCc3cccc(Cl)c3)C2=O)cc1 (stereo not drawn)	-2
CCCC(=O)Nc1cccc(NC(=O)c2ccc3c(c2)OCO3)c1	1
CCOCCCNc1nc2c([nH]1)c(=O)n(C)c(=O)n2C	4
O=C(Cn1cc(/C=N/O)c2ccccc21)N1CCOCC1	0
O=C(Cn1cc2c(n1)CCCC2)NCc1ccccn1	67*
COc1ccccc1CNC(=O)Cn1cnc2ccc(S(=O)(=O)N3CCC(C)CC3)cc2c1=O	3
COc1ccc(/C(O)=C2\C(=O)C(=O)N(c3ccccn3)C2c2cccc(Oc3ccccc3)c2)cc1 (stereo not drawn)	6
COc1cc(C2Nc3ccccc3S(=O)(=O)N2Cc2ccccc2)cc(OC)c1OC (stereo not drawn)	0
COc1ccc(Cn2c3ccc(Br)cc3c3nc4ccccc4nc32)cc1OC	-2
Cn1cnnc1SC1c2cccc3cccc(c23)C1NS(=O)(=O)c1ccc(Cl)cc1 (stereo not drawn)	-11
CC(NC(=O)c1sc(=S)n2c1[nH]c(=O)c1ccccc12)c1ccccc1 (stereo not drawn)	-23
COc1ccc(C2/C(=C(\O)c3ccc(Cl)cc3)C(=O)C(=O)N2c2cccnc2)c(OC)c1 (stereo not drawn)	-9
O=C(Nc1ccc(I)cc1)c1cccs1	0
COc1ccc(-c2coc3cc4oc(=O)c(Cc5ccccc5)c(C)c4cc23)cc1	-24
COc1ccc(S(=O)(=O)Nc2cccc(NC(C)=O)c2)cc1	-8
Cc1ccc(NC(=O)c2cc(N3C(=O)C=CC3=O)ccc2Cl)cc1C	-86
Cc1cc(NC(=O)c2ccc(NC(=O)C3CCCO3)cc2)ccc1Br (stereo not drawn)	-2
CCC12CC3CC(C1)CC(C(=O)Nc1nn[nH]n1)(C3)C2	-4
Nc1c(C(=O)c2ccccc2)sc2nc(C3CC3)cc(-c3ccccc3)c12	1
CC(NC(=O)c1cccs1)C(=O)O (stereo not drawn)	6

In another format: results already given
Cc1cc(NC(=O)c2ccc(NC(=O)C3CCCO3)cc2)ccc1Br (stereo not drawn)
  14-3-3g Raf: -2

CCC12CC3CC(C1)CC(C(=O)Nc1nn[nH]n1)(C3)C2
  14-3-3g Raf: -4

Nc1c(C(=O)c2ccccc2)sc2nc(C3CC3)cc(-c3ccccc3)c12
  14-3-3g Raf: 1

CC(NC(=O)c1cccs1)C(=O)O (stereo not drawn)
  14-3-3g Raf: 6
